CDK5 p35 inh: CDK5/p35 (human) kinase inhibition. hit rate 0.01% among 330,000. inhibition, % at 10 µM. Q00535+Q15078. Recombinant CDK5/p35, ADP-Glo luminescence, 60 min. AID 488839;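 active means highest replicate inhibition of at least 50% and at least 75% of replicates reaching 50%; inconclusive means only one of the two criteria met; inactive means both criteria failed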;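 further: plate controls were DMSO neutral control for no effect and GW8510 at 10 µM for full effect; many of its hits are not listed in these tables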
PvdQ inh: blocks Pseudomonas aeruginosa PvdQ acylase activity | purified PvdQ acylase, fluorescence plate reader | hit rate 0.063% among 340,000 | inhibition, % at 10 µM; in the data active means inhibition above about 30%, passing the limit was not always enough; inconclusive means no clear call, values can overlap the other calls;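 further: 0% = vehicle neutral wells and 100% = reference inhibitor wells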
SR-BI DiI inh: blocks mouse SR-BI lipid uptake from DiI-HDL | hit rate 0.96% among 320,000 | Q61009 | AID 488896 | ldlA[mSR-BI] CHO cells, DiI-HDL uptake fluorescence, 3 h | inhibition, % at 12.5 µM;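 active means mean replicate inhibition of at least 70% and a set share of replicates each scoring 70 or more; inconclusive means meets just one of the two criteria; inactive means fails both criteria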;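 further: 0% = median of neutral control wells and 100% = median of positive control wells; values of inactives mirror those of a sister screen read the other way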
MITF TRPM1 HTS: increases MITF-driven TRPM1 promoter luciferase signal | hit rate 0.75% among 300,000 | AID 588334 | activation, % at 12.5 µM | SK-MEL-5 TRPM1-promoter luciferase, 24 h; % of positive control, neutral wells = 0;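 active means mean activation of at least 80% with every replicate also reaching 80%; inconclusive means mean reaches 80% but some replicate falls short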;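 further: 0% = neutral control wells and 100% = parthenolide positive control wells; values of inactives mirror those of a sister screen read the other way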
HTR5A inv ag: inverse agonist of human HTR5A in OPRM1-OPRD1 counter-screen | HTR5A cell line, luminescence, inverse agonism | hit rate 0.083% among 340,000 | inhibition, % at 9.3 µM | P47898; in the data active means inhibition mostly above about 23%, no sharp cut-off; inactive means mostly below about 18%;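 further: 0% = cells with DMSO and 100% = no-cell wells with DMSO; some compounds called inactive have numbers as strong as hits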
Target sequence (P47898 whole entry, looked up): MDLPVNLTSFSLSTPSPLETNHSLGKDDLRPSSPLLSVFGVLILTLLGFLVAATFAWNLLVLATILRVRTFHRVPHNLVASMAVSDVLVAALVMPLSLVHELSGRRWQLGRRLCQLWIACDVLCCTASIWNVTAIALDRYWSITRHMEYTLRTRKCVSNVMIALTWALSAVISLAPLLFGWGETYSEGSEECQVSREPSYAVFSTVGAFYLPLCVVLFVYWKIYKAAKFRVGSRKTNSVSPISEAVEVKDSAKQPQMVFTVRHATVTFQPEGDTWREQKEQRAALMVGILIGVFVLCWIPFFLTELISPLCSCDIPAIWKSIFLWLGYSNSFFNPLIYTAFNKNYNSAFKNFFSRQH
V-ATPase pHluor: yeast V-ATPase proton transport regulation by pHLuorin; S. cerevisiae, pHLuorin cytosolic pH fluorescence; response, % at 10 µM; hit rate 0.37% among 350,000; AID 504577; in the data active means response mostly above about 7.3%, no sharp cut-off; inactive means mostly below about 5.4%; further: actives read high; inactives centre near 0; some compounds called inactive have numbers as strong as hits; reference of the scale not given here
Wnt act: activates Wnt/beta-catenin signaling in a reporter cell assay; hit rate 1.2% among 300,000; activation, % at 9.35 µM; activator, plate reader; in the data active means activation above about 30%, passing the limit was not always enough; inconclusive means no clear call, values can overlap the other calls;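 further: 0% = neutral control wells and 100% = positive control wells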
HTR5A ag: activates human HTR5A in OPRM1-OPRD1 agonist counter-screen; P47898; HTR5A agonist assay, luminescence, cell-based; activation, % at 9.3 µM; hit rate 0.61% among 340,000; AID 504692; in the data active means activation mostly above about 9.5%, no sharp cut-off; inactive means mostly below about 7.6%;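 further: 0% = cells with vehicle only and 100% = reference agonist; strong numbers were not always called active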
NSD2 inh: blocks human histone methyltransferase NSD2; O96028; NSD2 peptide methylation, AlphaScreen, 120 min; inhibition, % at 12.5 µM; hit rate 0.54% among 310,000; in the data active means inhibition above about 50%
dFosB activator: mouse delta FosB homodimer activation; activation, % at 25 µM; P13346; hit rate 0.99% among 340,000; purified delta FosB, TAMRA-CDK5 oligo fluorescence polarization; percent of positive-control signal above neutral wells;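 active means mean activation above about 17%, with every replicate also reaching it, limit read from the data, passing the limit was not always enough; inconclusive means only one of the two conditions met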;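 further: fluorescence polarization rise as delta FosB binds a TAMRA Cdk5 AP-1 oligo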
Target sequence (P13346 whole entry, looked up): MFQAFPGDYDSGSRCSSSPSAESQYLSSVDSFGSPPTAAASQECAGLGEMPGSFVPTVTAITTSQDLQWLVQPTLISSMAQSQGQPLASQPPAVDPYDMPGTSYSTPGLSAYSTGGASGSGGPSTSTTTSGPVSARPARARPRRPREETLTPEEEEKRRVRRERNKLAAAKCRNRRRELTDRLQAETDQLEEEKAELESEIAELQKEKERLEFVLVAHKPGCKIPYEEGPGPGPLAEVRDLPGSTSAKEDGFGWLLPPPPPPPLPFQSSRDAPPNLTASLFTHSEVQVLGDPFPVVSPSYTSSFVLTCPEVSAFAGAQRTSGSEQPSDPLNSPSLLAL
Starred values were filed as active, the others as inactive.

`Cc1ccc(NC(=O)CSc2nncs2)cc1Cl` gave CDK5 p35 inh -0.4, PvdQ inh 5, SR-BI DiI inh 2, MITF TRPM1 HTS 18, HTR5A inv ag 21, V-ATPase pHluor -3, Wnt act 4, HTR5A ag 0, NSD2 inh -1 and dFosB activator -2.
Screening O=C(Nc1nc2nc(-c3ccccc3)cc(=O)n2[nH]1)c1ccccc1 returned CDK5 p35 inh 0.5, PvdQ inh -15, SR-BI DiI inh 0, MITF TRPM1 HTS 9, HTR5A inv ag 1, V-ATPase pHluor 2, HTR5A ag 1, NSD2 inh -1 and dFosB activator 10.
`Cc1ccc(C)c(C(C)NC(=O)C2CCCC2)c1` (centres undefined) gave CDK5 p35 inh -0.8, PvdQ inh -4, SR-BI DiI inh -11, HTR5A inv ag -13, V-ATPase pHluor 0, Wnt act 2, HTR5A ag 3, NSD2 inh 10 and dFosB activator 0.
Screening CCC1=C(OC(=O)N(CC)CC)N2C(=O)OC(=NCC3CC3)[C@]2(C)[C@H]2C1=CC[C@H]1C(=O)NC(=O)[C@H]12 returned CDK5 p35 inh -0.2, PvdQ inh 0, SR-BI DiI inh 9, MITF TRPM1 HTS -1, HTR5A inv ag -20, V-ATPase pHluor -5, Wnt act 1, HTR5A ag -3 and dFosB activator -2.
CN(C)S(=O)(=O)c1ccc(Cl)c(NC(=O)c2ccncc2)c1 was read as CDK5 p35 inh 1.5, PvdQ inh -1, SR-BI DiI inh 15, MITF TRPM1 HTS -8, HTR5A inv ag -50, V-ATPase pHluor 1, HTR5A ag 0, NSD2 inh -1 and dFosB activator 2.
For Cc1ccc(S(=O)(=O)c2cc(Nc3ccccc3)ccc2O)cc1 the results were CDK5 p35 inh -0.1, PvdQ inh 8, SR-BI DiI inh 11, MITF TRPM1 HTS 5, HTR5A inv ag -5, V-ATPase pHluor 0, Wnt act 2, HTR5A ag 1 and dFosB activator -2.
Screening COc1cccc(CNC(=O)CSc2nc3ccc(C)cc3[nH]2)c1 returned CDK5 p35 inh -0.9, PvdQ inh 8, SR-BI DiI inh -13, MITF TRPM1 HTS -18, HTR5A inv ag -15, V-ATPase pHluor -1, Wnt act -1, HTR5A ag 4, NSD2 inh -2 and dFosB activator -5.
For O=C(c1ccc(C(F)(F)F)cc1)N1CCC(=O)N(C(COCc2ccccc2)Cc2ccccc2)CC1 (centres undefined) the results were CDK5 p35 inh -2.2, PvdQ inh -1, SR-BI DiI inh 0, MITF TRPM1 HTS 5, HTR5A inv ag 1, V-ATPase pHluor -3, Wnt act 2, HTR5A ag 0 and dFosB activator 6.
For C=CCSc1nc2sc3c(c2c(=O)n1CC)CCC3 the results were CDK5 p35 inh 0.8, PvdQ inh -11, SR-BI DiI inh 10, HTR5A inv ag 1, V-ATPase pHluor -3, Wnt act 2, HTR5A ag 0, NSD2 inh 2 and dFosB activator -2.
`COc1cc(NC(=S)N2CCC(C(O)(c3ccccc3)c3ccccc3)CC2)cc(OC)c1` gave CDK5 p35 inh -0.6, PvdQ inh -14, SR-BI DiI inh -6, MITF TRPM1 HTS -1, HTR5A inv ag 17, V-ATPase pHluor 2, Wnt act -5, HTR5A ag -2, NSD2 inh 2 and dFosB activator -1.
For C=CCOc1ccc(/C(O)=C2\C(=O)C(=O)N(CCCOC)C2c2ccncc2)cc1 (centres undefined) the results were CDK5 p35 inh 0.2, PvdQ inh 9, MITF TRPM1 HTS -10, HTR5A inv ag -16, V-ATPase pHluor 1, HTR5A ag 1, NSD2 inh -3 and dFosB activator 1.
Screening CCc1nc2c(s1)CCc1onc(-c3ccc(Cl)cc3)c1-2 returned CDK5 p35 inh 0.4, PvdQ inh 7, SR-BI DiI inh 30, MITF TRPM1 HTS 7, HTR5A inv ag 8, V-ATPase pHluor -3, Wnt act 0, HTR5A ag 5 and dFosB activator 3.
Cc1cccc(NC(=O)CNC(=O)COC(=O)C2CC2C)c1C (centres undefined) was read as CDK5 p35 inh 2.1, PvdQ inh -11, SR-BI DiI inh -5, MITF TRPM1 HTS -5, HTR5A inv ag 0, V-ATPase pHluor 4, Wnt act 0, HTR5A ag 0, NSD2 inh 0 and dFosB activator 7.
For Cc1ccc(S(=O)(=O)N(C(=O)c2ccncc2)c2ccc(OC(=O)c3ccncc3)c3ccccc23)cc1 the results were CDK5 p35 inh 1.1, PvdQ inh -13, SR-BI DiI inh -430, MITF TRPM1 HTS -11, HTR5A inv ag -3, V-ATPase pHluor 1, Wnt act 7, HTR5A ag -3, NSD2 inh -3 and dFosB activator 3.
For COc1ccc2cc(C3NC(=O)c4ccccc4N3)c(Cl)nc2c1 (centres undefined) the results were CDK5 p35 inh -5.2, PvdQ inh -7, SR-BI DiI inh -6, MITF TRPM1 HTS 5, HTR5A inv ag 1, V-ATPase pHluor 0, Wnt act 0, HTR5A ag 1, NSD2 inh 0 and dFosB activator 0.
`N#Cc1c(N)nc2c(c1-c1ccc3c(c1)OCO3)CCc1ccccc1-2` gave CDK5 p35 inh 2.4, PvdQ inh -61, SR-BI DiI inh 29, MITF TRPM1 HTS -11, HTR5A inv ag 11, V-ATPase pHluor -1, HTR5A ag -3, NSD2 inh -5 and dFosB activator 5.
COc1ccc(-c2nc(-c3ccc(Br)o3)no2)cc1 was read as CDK5 p35 inh 0.6, PvdQ inh 1, SR-BI DiI inh -28, MITF TRPM1 HTS 29, HTR5A inv ag -51, V-ATPase pHluor 1, Wnt act 4, HTR5A ag 18 and dFosB activator 4.
Screening Cc1ccc(C)c(NC(=S)N2CCC(c3nc4ccccc4s3)CC2)c1 returned CDK5 p35 inh -1.2, PvdQ inh -5, SR-BI DiI inh -2, MITF TRPM1 HTS 1, HTR5A inv ag -9, V-ATPase pHluor -5, Wnt act -2, HTR5A ag -3, NSD2 inh 3 and dFosB activator -5.
`COc1ccc(CCCC(=O)N/N=C\c2cccs2)cc1` gave CDK5 p35 inh -0.8, PvdQ inh -2, SR-BI DiI inh -15, MITF TRPM1 HTS 0, HTR5A inv ag -16, V-ATPase pHluor 8.6*, Wnt act -2, HTR5A ag 5, NSD2 inh -2 and dFosB activator -13.
For Nc1cccc(S(=O)(=O)Nc2ccccc2)c1 the results were CDK5 p35 inh -1.4, PvdQ inh -13, SR-BI DiI inh -22, MITF TRPM1 HTS -2, HTR5A inv ag -3, V-ATPase pHluor -46, Wnt act 0, HTR5A ag 1, NSD2 inh -3 and dFosB activator 7.
For c1ccc(CC2CCN(c3nc4ccccc4n4nnnc34)CC2)cc1 the results were CDK5 p35 inh 1.2, PvdQ inh 18, SR-BI DiI inh -1, MITF TRPM1 HTS -1, HTR5A inv ag 3, V-ATPase pHluor 5, HTR5A ag -1, NSD2 inh 0 and dFosB activator 2.
CCOc1cccc2cc(-c3nnc(NCc4ccco4)s3)c(=O)oc12 was read as CDK5 p35 inh 1.6, PvdQ inh -13, SR-BI DiI inh 9, MITF TRPM1 HTS 71, HTR5A inv ag -11, V-ATPase pHluor -1, Wnt act inconclusive, HTR5A ag 4, NSD2 inh -1 and dFosB activator -4.
CC(=O)c1ccc(NC(=O)COC(=O)Cn2cnc3ccccc32)cc1 was read as CDK5 p35 inh 0.0, PvdQ inh -15, SR-BI DiI inh -19, HTR5A inv ag 9, V-ATPase pHluor 1, Wnt act -1, HTR5A ag -3, NSD2 inh -2 and dFosB activator -3.
`Cc1ccccc1/C=N/N1CCN(c2ccccc2)CC1` gave CDK5 p35 inh 2.2, PvdQ inh -7, SR-BI DiI inh -5, MITF TRPM1 HTS 29, HTR5A inv ag -20, V-ATPase pHluor 0, Wnt act -4, HTR5A ag 1, NSD2 inh 8 and dFosB activator 2.
For CCC(C)C(CO)NCCCn1cnc(C(=O)Nc2ccc(C)c(C)c2)n1 (centres undefined) the results were CDK5 p35 inh -1.7, PvdQ inh -11, SR-BI DiI inh 0, MITF TRPM1 HTS -1, HTR5A inv ag 10, V-ATPase pHluor 0, Wnt act -4, HTR5A ag -3 and dFosB activator 0.
For CC(=O)c1c(C)[nH]c(C(=O)CN2C(=O)NC(CCc3ccccc3)C2=O)c1C (centres undefined) the results were CDK5 p35 inh 0.4, PvdQ inh -16, MITF TRPM1 HTS 0, HTR5A inv ag -33, V-ATPase pHluor -3, Wnt act -3, HTR5A ag 15, NSD2 inh 2 and dFosB activator -5.
Brc1ccc(C2=Nc3ccccc3C(c3ccncc3)=NN2)cc1 was read as CDK5 p35 inh -0.3, PvdQ inh 0, SR-BI DiI inh 44, MITF TRPM1 HTS 0, HTR5A inv ag -39, V-ATPase pHluor 0, Wnt act -1, HTR5A ag 2, NSD2 inh 0 and dFosB activator 2.
`COc1ccc(NC(=O)NNC(=O)CCC(=O)Nc2ccccc2Cl)cc1` gave CDK5 p35 inh -2.2, PvdQ inh -3, SR-BI DiI inh -4, MITF TRPM1 HTS -12, HTR5A inv ag -2, V-ATPase pHluor 3, Wnt act 3, HTR5A ag 1, NSD2 inh 39 and dFosB activator 9.
`CC(C)Nc1cc(C(C)(C)C)nc2c(-c3ccccc3)cnn12` gave CDK5 p35 inh -0.1, PvdQ inh -18, SR-BI DiI inh 55, MITF TRPM1 HTS inconclusive, HTR5A inv ag -5, V-ATPase pHluor 2, Wnt act -1, HTR5A ag 6, NSD2 inh -7 and dFosB activator 7.
`O=C(Nc1ccc2c(c1)CCC2)Nc1ccc(F)cc1F` gave CDK5 p35 inh 0.7, PvdQ inh 0, SR-BI DiI inh 1, MITF TRPM1 HTS 79, HTR5A inv ag -15, V-ATPase pHluor 1, Wnt act 41*, HTR5A ag 1, NSD2 inh 0 and dFosB activator 16.
For O=C(NC1CCCCC1)N1CCC(c2nc3ccccc3[nH]2)CC1 the results were CDK5 p35 inh -4.9, PvdQ inh -17, SR-BI DiI inh -18, MITF TRPM1 HTS -6, HTR5A inv ag -19, V-ATPase pHluor -2, Wnt act 0, HTR5A ag 1, NSD2 inh 9 and dFosB activator 0.
COc1ccc(-n2c(NNC(C)=O)nc3sc4c(c3c2=O)CCCC4)cc1 was read as CDK5 p35 inh -0.5, PvdQ inh -18, SR-BI DiI inh 5, HTR5A inv ag -8, V-ATPase pHluor 0, Wnt act 0, HTR5A ag 2, NSD2 inh -2 and dFosB activator -4.
`COc1ccc(NC(=O)CN(C)C(=O)Cn2cnc3c2c(=O)n(C)c(=O)n3C)cc1` gave CDK5 p35 inh 0.2, PvdQ inh -10, SR-BI DiI inh 3, MITF TRPM1 HTS -5, V-ATPase pHluor 1, Wnt act -1, NSD2 inh -1 and dFosB activator 6.
`Cc1nc2ccccc2n1C(=O)N(C)C` gave CDK5 p35 inh -0.6, PvdQ inh 3, SR-BI DiI inh -14, MITF TRPM1 HTS -1, HTR5A inv ag -8, V-ATPase pHluor -2, Wnt act -1, HTR5A ag 3, NSD2 inh -1 and dFosB activator 5.
Screening CC1Cc2ccccc2N1C(=O)COC(=O)C1(c2ccccc2F)CCCC1 (centres undefined) returned CDK5 p35 inh -0.2, PvdQ inh 1, SR-BI DiI inh -11, MITF TRPM1 HTS -6, HTR5A inv ag -6, V-ATPase pHluor 0, HTR5A ag 1, NSD2 inh -3 and dFosB activator -7.
For CCc1ccc(CN2CCC(n3nccc3NC(=O)c3ccccc3Cl)CC2)cc1 the results were CDK5 p35 inh -0.7, PvdQ inh -8, SR-BI DiI inh 3, MITF TRPM1 HTS -2, HTR5A inv ag -11, V-ATPase pHluor 1, Wnt act -1, HTR5A ag 6, NSD2 inh 3 and dFosB activator -19.

High-throughput results: PubChem BioAssay, several laboratories

The order is random; any-hit rate near 5%.
